RPL19A-GFP yeast – RPL19A-GFP expression modulators in yeast, primary screen, cell-based, S. cerevisiae, multiplex flow cytometry, MLPCN. AID 2025, 2009. percent response vs DMSO, % at 10 µM. S. cerevisiae RPL19A-GFP strain, 3 h; active compounds read low. 330,000 tested, 0.3% active;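 active = percent response vs DMSO below 50%; inconclusive = fewer than 70 events counted for the yeast strain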;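 note: median channel GFP fluorescence of the barcoded RPL19A-GFP strain; ratio of sample median GFP to plate DMSO average so 100% = DMSO; lower means less RPL19A-GFP as with rapamycin TOR inhibition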
CR mimetic SO – reduction of superoxide in aged yeast, primary screen, HTS; S. cerevisiae aged cells, superoxide DHE fluorescence; active compounds read low; superoxide response (% of plate mean), % at 10 µM; 330,000 tested, 0.18% active; AID 2690, 2010;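 active = superoxide response under a set limit, about three screen SD below normal, cut at about 65% in these data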;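 note: yeast aged for seven days with compound at 30 °C before DHE staining; 100% = average MFI of all compound-treated wells on the plate with controls excluded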
AHR activator – AHR activators, primary screen, cell-based, luminescence, luciferase reporter, human; Aryl hydrocarbon receptor (Homo sapiens), P35869; AHR-responsive luciferase reporter cells; activation, % at 5 µM; 320,000 tested, 2.5% active; in the data active = activation above about 47%;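 note: 0% = vehicle wells and 100% = reference agonist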
Target sequence (P35869 whole entry, looked up): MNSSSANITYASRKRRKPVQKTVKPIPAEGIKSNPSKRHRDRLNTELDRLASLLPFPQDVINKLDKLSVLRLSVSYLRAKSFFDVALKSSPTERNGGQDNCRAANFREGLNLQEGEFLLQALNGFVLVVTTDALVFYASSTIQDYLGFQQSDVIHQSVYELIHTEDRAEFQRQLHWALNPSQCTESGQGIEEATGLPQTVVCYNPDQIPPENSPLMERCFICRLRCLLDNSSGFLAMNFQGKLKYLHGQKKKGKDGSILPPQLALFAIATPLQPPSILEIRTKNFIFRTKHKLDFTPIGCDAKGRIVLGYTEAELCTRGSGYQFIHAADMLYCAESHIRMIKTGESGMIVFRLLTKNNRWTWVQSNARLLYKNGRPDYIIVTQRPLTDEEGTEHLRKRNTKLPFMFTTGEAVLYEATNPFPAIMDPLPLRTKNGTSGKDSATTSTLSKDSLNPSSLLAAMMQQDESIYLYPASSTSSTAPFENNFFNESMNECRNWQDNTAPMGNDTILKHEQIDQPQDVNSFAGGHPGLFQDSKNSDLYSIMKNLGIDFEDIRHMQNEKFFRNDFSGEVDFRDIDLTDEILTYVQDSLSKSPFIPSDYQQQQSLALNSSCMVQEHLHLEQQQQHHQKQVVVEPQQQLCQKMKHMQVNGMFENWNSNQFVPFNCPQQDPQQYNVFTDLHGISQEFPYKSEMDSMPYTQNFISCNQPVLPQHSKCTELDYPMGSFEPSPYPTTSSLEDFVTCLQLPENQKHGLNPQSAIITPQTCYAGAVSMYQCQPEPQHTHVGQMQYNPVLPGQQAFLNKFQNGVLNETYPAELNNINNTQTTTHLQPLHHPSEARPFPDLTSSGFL
CIT2-GFP yeast – modulators of CIT2-GFP expression in yeast, primary screen, S. cerevisiae, GFP fusion, multiplex flow cytometry, MLPCN library | S. cerevisiae CIT2-GFP strain, 3 h; 100 means same as DMSO wells | GFP response vs DMSO, % at 10 µM | 320,000 tested, 0.065% active | AID 2029, 2009;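 active = GFP response relative to DMSO above a set limit, near the screen mean plus 3 SD, cut at about 150% in these data; inconclusive = Fewer than 70 cells measured for a yeast strain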;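 note: ratio of well median GFP fluorescence to mean of DMSO wells on the plate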
Efflux pump mplx – inhibitors of Candida efflux pumps in yeast, primary screen, S. cerevisiae, Nile Red, multiplex; inhibition, % at 10 µM; 330,000 tested, 0.44% active; S. cerevisiae Candida pump triplex;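 active = plate passing quality check with inhibition over a set limit, or well fluorescence over plate mean plus 4 SD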;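 note: Nile Red retained in pooled yeast measured as flow cytometry median fluorescence; 0% = buffer negative control and 100% = Enniatin B positive control; higher means more Nile Red kept so more efflux inhibition; some compounds called inactive have numbers as strong as hits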
AGP1-GFP MLPCN – modulators of AGP1-GFP expression in yeast TOR pathway, primary screen, cell-based, multiplex flow cytometry, S. cerevisiae, MLPCN library. 3 h; GFP as percent of DMSO wells. GFP response vs DMSO, % at 10 µM. 320,000 tested, 0.02% active. AID 2066, 2009;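 active = GFP response relative to DMSO above a set limit, near screen average plus 3 SD, cut at about 150% in these data; inconclusive = fewer than 70 cells counted for the yeast strain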;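 note: median GFP channel fluorescence of the gated AGP1 strain per well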
LAP4-GFP MLPCN – modulators of LAP4-GFP expression in yeast, primary screen, S. cerevisiae, multiplex flow cytometry, MLPCN library; 3 h; median GFP as percent of DMSO wells; GFP response vs DMSO, % at 10 µM; 320,000 tested, 0.34% active; AID 2023, 2009;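 active = GFP response vs DMSO above a set limit, about the screen mean plus 3 SD, cut at about 150% in these data; inconclusive = under 70 cell events counted for the yeast strain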
MEP2-GFP yeast – modulators of MEP2-GFP levels in yeast, primary screen, S. cerevisiae, multiplex flow cytometry, MLPCN library; S. cerevisiae MEP2-GFP strain, 3 h; 100% = DMSO control level; 330,000 tested, 0.51% active; AID 2016, 2009; GFP response vs DMSO, % at 10 µM;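 active = GFP response versus DMSO above a set limit, roughly screen mean plus 3 SD, cut at about 180% in these data; inconclusive = fewer than 70 cells counted for a yeast strain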;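 note: median GFP fluorescence of the barcode-gated MEP2-GFP cells per well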
Active calls of the source: *; ? = inconclusive; · = no result given; [ ] = remark or other dose.

item	SMILES	RPL19A-GFP yeast	CR mimetic SO	AHR activator	CIT2-GFP yeast	Efflux pump mplx	AGP1-GFP MLPCN	LAP4-GFP MLPCN	MEP2-GFP yeast
1	Cc1cccc(-n2nnnc2-c2cnccc2C(F)(F)F)c1C	101	111	0	·	0.1	·	·	96
2	CC(C)CNC(=O)C1CCN(CC2CCCCC2)CC1	98	101	1	99	0.4	95	85	104
3	c1ccc(-n2nnnc2NCCCN2CCOCC2)cc1	106	95	0	105	-0.3	113	102	106
4	CCOc1ccc(Oc2ccccc2NC(=O)CN2C(=O)NC3(CCCC3)C2=O)cc1	90	106	25	94	-0.1	90	95	94
5	COc1ccc(-c2csc(Nc3ncccn3)n2)cc1C	104	113	5	102	-0.1	98	92	105
6	CCCc1c(C(=O)O)cnn1-c1ccc(Cl)cc1	95	88	-3	93	0.0	97	109	100
7	CCOc1ccc(CCNC(=O)COC(=O)CNS(=O)(=O)c2ccc(NC(C)=O)cc2)cc1OCC	98	86	2	87	0.2	102	105	103
8	O=C(NCCc1ccccc1)C(=O)Nc1ccc([N+](=O)[O-])cc1	95	86	1	97	-0.2	93	88	97
9	Cc1ccnc(NC(=O)CCCNC(=O)c2ccc(Cl)cc2)c1	103	93	2	103	0.0	106	110	110
10	Cc1sc(NC(=O)CSc2nnc(-c3ccccc3)o2)c(C#N)c1C	105	106	2	102	0.0	105	97	109
11	CC(C)c1ccc(NS(=O)(=O)c2ccc(N3C(=O)CCC3=O)cc2)cc1	100	113	-1	99	-0.1	105	114	98
12	Cc1cc(C(=O)Cn2nc(C(=O)O)c3ccccc3c2=O)c(C)n1CCc1ccc(Cl)cc1	101	118	-3	104	0.3	102	97	106

A draw from above in order of length of the SMILES, lowest first.
item	SMILES	RPL19A-GFP yeast	CR mimetic SO	AHR activator	CIT2-GFP yeast	Efflux pump mplx	AGP1-GFP MLPCN	LAP4-GFP MLPCN	MEP2-GFP yeast
3	c1ccc(-n2nnnc2NCCCN2CCOCC2)cc1	106	95	0	105	-0.3	113	102	106
2	CC(C)CNC(=O)C1CCN(CC2CCCCC2)CC1	98	101	1	99	0.4	95	85	104
5	COc1ccc(-c2csc(Nc3ncccn3)n2)cc1C	104	113	5	102	-0.1	98	92	105
1	Cc1cccc(-n2nnnc2-c2cnccc2C(F)(F)F)c1C	101	111	0	·	0.1	·	·	96
9	Cc1ccnc(NC(=O)CCCNC(=O)c2ccc(Cl)cc2)c1	103	93	2	103	0.0	106	110	110
8	O=C(NCCc1ccccc1)C(=O)Nc1ccc([N+](=O)[O-])cc1	95	86	1	97	-0.2	93	88	97
4	CCOc1ccc(Oc2ccccc2NC(=O)CN2C(=O)NC3(CCCC3)C2=O)cc1	90	106	25	94	-0.1	90	95	94
12	Cc1cc(C(=O)Cn2nc(C(=O)O)c3ccccc3c2=O)c(C)n1CCc1ccc(Cl)cc1	101	118	-3	104	0.3	102	97	106

New compounds follow
item	SMILES	RPL19A-GFP yeast	CR mimetic SO	AHR activator	CIT2-GFP yeast	Efflux pump mplx	AGP1-GFP MLPCN	LAP4-GFP MLPCN	MEP2-GFP yeast
13	CC[C@@]1(C(=O)OC)N[C@H](CN(C)C(=O)COC)[C@@H]2C(=O)N(C)C(=O)[C@@H]21	102	111	-1	97	-0.1	103	102	103
14	Cc1cccc(C(=O)OCC(=O)NNC(=O)c2cccs2)c1O	103	96	6	106	0.0	118	113	107
15	CCC(C)NS(=O)(=O)c1ccc(NC(=O)C2CCN(C(=O)c3ccco3)CC2)cc1 (stereo not drawn)	101	109	-4	102	-0.2	103	99	104
16	Cn1c2ccccc2c(=O)c2cc(C#Cc3ccccn3)ccc21	92	107	96*	75	0.0	77	131	93
17	COCC(C)n1c(C)cc(C(=O)CSc2ccc(NC(C)=O)cc2)c1C (stereo not drawn)	97	100	-4	98	0.1	100	95	103
18	N#CC(c1nc2ccccc2nc1N1CCOCC1)S(=O)(=O)c1ccccc1 (stereo not drawn)	102	117	2	100	0.4	108	116	107
19	CN1CCN(c2ccc(S(=O)(=O)Nc3ccccc3)cc2[N+](=O)[O-])CC1	97	88	0	101	0.1	100	92	96
20	CCCC1(c2ccccc2)NC(=O)N(CC(=O)Nc2sc(-c3ccccc3)cc2C(=O)OCC)C1=O (stereo not drawn)	100	101	0	90	0.1	103	100	96
21	Cc1ccc(CN2CCN(c3ncccn3)CC2)o1	96	89	-1	102	-0.1	101	99	101
22	O=C(Cc1cccs1)Nc1cc(S(=O)(=O)N2CCCCC2)ccc1Cl	98	84	0	82	-0.1	96	105	96
23	CC(Oc1ccc(C(=O)NCCc2ccccc2)cc1)C(=O)O (stereo not drawn)	?	106	10	?	0.2	83[may fluoresce red and violet]	85[may fluoresce red and violet]	80[may fluoresce red and violet]
24	Cc1cc(NC(=O)Nc2ccc(Cl)cc2)no1	98	102	2	98	0.0	93	107	97
25	O=C(Nc1cccc2ccccc12)NC1Cc2ccccc2C1	98	90	3	114	-0.1	119	108	94
26	O=C(NCCS(=O)(=O)c1ccc(Br)cc1)c1ccc(Cl)cc1	93[may fluoresce green]	103	5	145[may fluoresce green]	-0.2	120[may fluoresce green]	123[may fluoresce green]	99[may fluoresce green]
27	COC(=O)c1ccc(N2CCOCC2)c(NC(=O)c2cccs2)c1	93	88	-1	92	0.1	97	104	102
28	CCOC(=O)CCC(=O)N1CCOCCOCCN(C(=O)CCC(=O)OCC)CCOCCOCC1	102	97	-1	98	0.0	110	115	96
29	CC(=O)N1c2ccc([N+](=O)[O-])cc2NC(=O)CC1C (stereo not drawn)	92	102	2	91	0.3	92	95	92
30	CC(C)(C)CC(C)(C)NC(=O)c1ccccc1	100	81	2	96	0.0	101	99	95
31	CC(C)c1onc(C(=O)NCCc2ccccc2)c1[N+](=O)[O-]	102	100	0	94	-0.1	98	97	96
32	CC1=C(C(=O)N2CCOCC2)C(c2cccc(C)c2)NC(=S)N1 (stereo not drawn)	100	105	-1	99	-0.6	100	98	101
33	COc1cccc(NC(=O)c2cc(C(=O)Nc3cccc(OC)c3)n(C)n2)c1	99	106	-1	95	0.2	106	103	112
34	COc1ccc(C(C#N)Nc2ccc(C)cc2)cc1 (stereo not drawn)	93	92	-1	·	-0.1	90	102	96
35	CC(C)C(C(=O)Nc1ccc2c(c1)OCO2)N1C(=O)c2ccccc2C1=O (stereo not drawn)	99	99	-2	91	-0.1	101	90	99
36	COc1ccc2cc3cc(C(=O)NCc4cccs4)oc3nc2c1	106	111	-7	111	-0.1	105	103	103
37	Cc1ccc(Cn2c(C)c3cnn(CC(=O)NC4CCCC4)c(=O)c3c2C)cc1	100	103	5	94	0.2	91	106	100
38	Cc1cc(NC(=O)c2cc([N+](=O)[O-])cc([N+](=O)[O-])c2)n(-c2ccccc2)n1	97	126	-2	79	0.1	89	96	96
39	Brc1ccc(-c2nn3c(-c4ccccn4)nnc3s2)o1	106	113	-16	103	0.0	106	111	107
40	COc1cccc(N2CCN(C(=O)c3cc4ccc(OC)cc4[nH]3)CC2)c1	91	118	29	86	-0.3	93	105	109
41	COc1cc(OC)cc(C(=O)NC(=S)Nc2nnn(C)n2)c1	92	100	14	103	-0.2	114	105	93
42	Cc1ccc(NC(=O)C2C3/C=C\CCCCC32)cc1C (stereo not drawn)	96	114	2	94	0.0	100	99	102
43	O=C1/C(=C\c2cccnc2)CCc2ccccc21	98	95	-1	103	-0.1	97	102	102
44	O=[N+]([O-])c1ccc(C2(O)CN(c3ccccc3)C3=[N+]2CCS3)cc1 (stereo not drawn)	89	98	0	83	-0.2	82	101	101
45	CC(=O)c1nn(-c2ccc(Cl)cc2)cc1C(=O)c1ccc(C)cc1	97	97	1	94	-0.1	101	103	98
46	CCOC(=O)C(NC(C)=O)C(=O)Nc1ccc(C(C)(C)C)cc1 (stereo not drawn)	107	104	2	104	-0.1	104	92	98
47	Cc1ccccc1C(=O)NNC(=O)c1cc(S(=O)(=O)N2CCOCC2)ccc1C	98	104	0	95	-0.1	96	105	100
48	O=C(NCCCN1CCOCC1)c1cccc(S(=O)(=O)N2CCc3ccccc3C2)c1	104	96	4	101	0.1	98	102	104
49	COc1cccc(-c2cn3nc4c(nc3n2)CCCC4)c1	83	102	16	105	-0.1	91	108	104
50	CC1CCCCC1NC(=O)CSc1nnc(COc2ccccc2Cl)o1 (stereo not drawn)	102	107	6	100	-0.3	102	99	103
51	CCOC(=O)C1CCN(S(=O)(=O)C(F)(F)c2nc3ccccc3s2)CC1	94	89	9	96	0.0	96	102	100
52	CCc1ccc(-c2cc(C)no2)cc1S(=O)(=O)Nc1ccccn1	97	93	3	99	-0.2	101	105	106
53	CN(C)c1ccc(N2[C@@H](CC(=O)O)c3cc(C(F)(F)F)ccc3S2(=O)=O)cc1	93	107	1	90	-0.3	83	99	89
54	NS(=O)(=O)c1ccc2nc(-c3ccccc3)c(-c3ccccc3)nc2c1	102	99	-3	106	0.0	104	100	101
55	O=[N+]([O-])c1ccc(N/N=C/c2ccc[nH]2)cc1	92	84	61*	97	0.1	86	95	100
56	c1ccc2c(c1)ccc1nnnn12	97	93	-1	92	0.1	98	108	98
